CSM14.1 death rescue: rescue of cells from ER stress-induced death, primary screen, 384-well, CSM14.1, thapsigargin, ATP luminescence (AID 1222); CSM14.1 thapsigargin-induced death rescue, ATP luminescence; higher % means a stronger effect; cellular ATP content (survival), % at 20 µM; hits with a dose series show EC50 in µM; 190,000 tested, under 10 active;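 active means EC50 below 50 µM in the dose-response confirmation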;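 further: death triggered by thapsigargin at about 15 µM added after 2 h compound pretreatment; cell ATP read after overnight thapsigargin exposure of roughly 18 to 22 hours; normalized against plate controls of thapsigargin alone and 5% DMSO vehicle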
MT stabilize HCS: microtubule stabilizers in HeLa cells, primary screen, imaging, high-content imaging; HeLa tubulin immunostaining HCS, 24 h; share of cells brighter than vehicle mean+2SD; AID 2205, 2009; % tubulin-high responders, % at 10 µM; 200,000 compounds, 0.83% hits;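 active means plate Z-score above 3 for both tubulin-high and condensed-nucleus cell shares, with cell loss under 80%, at 10 µM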;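 further: anti alpha tubulin signal scored within the nucleus-defined area of each cell; some results filed as inactive read as strong as hits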
Dynein cargo inh: inhibitors of GR-EGFP nuclear translocation, primary screen, dynein cargo transport inhibitor project, imaging, high-content, 3617.4 mouse cells; z-score, hits read low; test concentration mostly 20 µM; stimulated with dexamethasone, 1 µM; hits give low values; 220,000 compounds, 0.47% hits;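 active means plate z-score of nuclear minus cytoplasmic receptor signal below a set negative limit, without overly bright fluorescence or cell loss, cut at about -3.5 in these data, passing the limit was not always enough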;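 further: z-score of nuclear minus cytoplasmic ring GR-EGFP intensity difference per well; some compounds called inactive have numbers as strong as hits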
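Buffer or medium – tet-free medium with charcoal-stripped serum · Signal – automated 10x imaging of fixed Hoechst-stained cells · Also added – dexamethasone agonist, 1.0 µM final, for 30 min · Incubation – induction 48 h, compound 1 h, agonist 30 min · Read-out – GR-EGFP nuclear translocation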
M17LAP inhibition: P. falciparum M17LAP inhibitors, primary screen, biochemical, fluorogenic H-Leu-NHMec substrate, 1536-well (AID 1619); Leucine aminopeptidase (Plasmodium falciparum (isolate 3D7)); recombinant M17LAP, H-Leu-NHMec fluorogenic kinetic assay; higher % means a stronger effect; one-dose inhibition, % at 30 µM; IC50 in µM for titrated hits; 220,000 compounds, 0.38% hits;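 active means compound inhibiting the enzyme by more than half at any dose during confirmatory dose-response retesting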;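 further: plate controls were full reaction with DMSO carrier for no effect and no enzyme background for full effect; strong numbers were not always called active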
Ins promoter up: insulin promoter activators in MIN6 cells, imaging, high-content screening, mouse beta cells. 190,000 compounds, 0.3% hits. z-score at 5 µM. MIN6 insulin promoter-GFP reporter; hits give high values;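 active means z-score above 3 at 5 µM with at least 500 cells counted in the well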
Yfh1-off respiration: enhancers of respiration in Yfh1-depleted yeast, dose response, Friedreich's ataxia, plus single-dose screen (AID 1465). fold induction at 50 µM, or EC50 in µM where a hit was titrated. S. cerevisiae Yfh1-off respiration, WST-1 reduction, 72 h; higher fold induction means a stronger effect. 220,000 compounds, 0.074% hits;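 active means fold induction of absorbance versus untreated yeast above a set limit, then at least 30% activation at any dose in follow-up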;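 further: activators that raise dye reduction in frataxin-depleted yeast; strong numbers were not always called active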
Autophagy mod: autophagy modulators in MEF cells, primary screen, imaging, high-content, MEF GFP-LC3; MEF GFP-LC3 puncta imaging; test concentration mostly 10 µM; calls only at 10 µM (by protocol); 190,000 compounds, 0.98% hits; AID 463193, 2010;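 active means percentage of spot-positive cells more than 3 SD above its plate mean, without a fluorescence outlier flag or 80% toxicity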;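 further: spot-positive cell cutoff set from DMSO-treated cells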
M1AAP inhibition: P. falciparum M1AAP inhibitors, biochemical, fluorogenic H-Leu-NHMec substrate, 1536-well (AID 1445) | recombinant M1AAP, H-Leu-NHMec fluorogenic kinetic assay; higher % means a stronger effect | 220,000 compounds, 0.42% hits | inhibition, % at 30 µM; hits with a dose series show IC50 in µM;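 active means primary inhibition above the hit cutoff, then over 50% inhibition at one or more dose response concentrations, cut at about 23% in these data, passing the limit was not always enough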;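 further: plate controls were DMSO full reaction for no effect and no enzyme background for full effect; strong numbers were not always called active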
Hep lipid drop: inhibitors of hepatocyte lipid droplet formation, primary screen, imaging, high-throughput imaging, BODIPY stain. AML12 mouse hepatocytes, oleate lipid droplets. inhibition, % at 6.5 µM. 240,000 compounds, 0.4% hits. AID 1656, 2009;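 active means lipid droplet intensity inhibited by at least 50%, with more than 500 cells counted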
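Test system: AML12 mouse liver cells; schedule: overnight exposure; technique: high-content imaging of BODIPY-stained droplets and DAPI nuclei; read-out: % inhibition of corrected integrated BODIPY droplet signal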
Dynein cargo inh cytoplasmic EGFP: second read-out of Dynein cargo inh, no call of its own (marks repeat the call); z-score; measured here: cytoplasmic GR-EGFP intensity; hits give high values
Dynein cargo inh nuclear GR-EGFP: further read-out of Dynein cargo inh, marked with its call; z-score; measured here: nuclear GR-EGFP intensity;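 lower value marks the stronger effect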
Dynein cargo inh cell count: second read-out of Dynein cargo inh, no call of its own (marks repeat the call); z-score; measured here: cell count per field
Ins promoter up cell count: further read-out of Ins promoter up, marked with its call; cell count; measured here: cytotoxicity, nuclei count;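 total cells summed across four imaged fields per well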
Hep lipid drop cells 6.5 µM: recorded beside Hep lipid drop, whose call it bears; cell count; measured here: cell count, cytotoxicity flag;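 cells counted across two imaged fields per well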
MT stabilize HCS Hoechst-high %: recorded beside MT stabilize HCS, whose call it bears; % Hoechst-high responders; measured here: nuclear condensation Hoechst responders;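 share of cells brighter than vehicle mean plus two SD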
MT stabilize HCS cytotoxicity %: further read-out of MT stabilize HCS, marked with its call; toxicity, %; measured here: cytotoxicity by cell density;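 0% = mean cell density of plate MIN control wells and 100% = no cells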
Autophagy mod cell loss 18 h: further read-out of Autophagy mod, marked with its call; toxicity, %; measured here: cell loss, nuclei count;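 cell loss after 18 h compound exposure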
* = called active by the depositor; i = inactive; / = no result given.

SMILES	CSM14.1 death rescue	MT stabilize HCS	MT stabilize HCS Hoechst-high %	MT stabilize HCS cytotoxicity %	Dynein cargo inh	Dynein cargo inh cytoplasmic EGFP	Dynein cargo inh nuclear GR-EGFP	Dynein cargo inh cell count	M17LAP inhibition	Ins promoter up	Ins promoter up cell count	Yfh1-off respiration	Autophagy mod	Autophagy mod cell loss 18 h	M1AAP inhibition	Hep lipid drop	Hep lipid drop cells 6.5 µM
CCOC(=O)C1(C)NC(c2ccc(OC)cc2OC)C2C(=O)N(CC)C(=O)C21 (centres undefined)	0.5%	1.8	2.2	5.1	0.0958	-0.196	0.0284	0.0456	1.3%	/	/	i	i	-6.2	-5.9%	16.1	711
CCN(c1ccccc1)S(=O)(=O)c1cc(NC(=O)COC(=O)C2CC2)ccc1Cl	-1.2%	2.9	2.3	7.1	-0.525	-0.304	-0.143	0.34	0.5%	-0.01	1304	i	i	-2.1	-3.2%	-2.1	685
Cc1cc(C)n2nc3ccccc3c2n1	-2.5%	1.4	1.3	10.5	-0.197	-0.153	0.079	0.0246	6.7%	-0.09	1282	i	i	-6.6	4.8%	/	/
CCOc1ccc(NCc2nc3ccccc3n2CCOc2ccccc2)cc1	8.0%	4.5	1.6	8.0	2.26	-0.123	0.664	-1.89	5.2%	-0.43	1149	i	i	15.6	3.8%	-20.4	723
O=C(Nc1nc(-c2ccc(F)cc2)cs1)C1CCCO1 (centres undefined)	-3.9%	4.3	2.9	6.8	0.862	1.37	0.966	6.22	-5.9%	0.08	1229	i	i	5.8	-3.5%	-6.6	616
CCOc1cccc2sc(=NC(=O)c3ccco3)n(CC(=O)OC)c12	/	/	/	/	-1.03	-0.246	-0.542	1.67	-6.4%	-0.02	1047	i	/	/	8.6%	-4.3	681
CC(C)(C)NC(=O)CN(C(=O)CS(=O)CC(=O)Nc1ccc(F)cc1)c1cccc(F)c1 (centres undefined)	4.5%	1.5	2.4	9.6	-0.0596	-0.33	0.202	0.394	/	-0.06	1493	i	i	16.5	/	10.8	737
Cc1ccc(C(=O)OCc2c(C)noc2C)cc1NC(=O)c1ccco1	-1.0%	2.0	2.6	8.1	-0.658	-0.289	-0.462	0.578	24.2%	-0.04	1336	i	i	1.3	6.1%	-8.1	677
Cc1ccc(/C=C2\SC(=S)N(CCCC(=O)NNC(=O)c3ccccc3O)C2=O)cc1	/	/	/	/	2.86	-0.0287	1.88	-2.29	8.4%	/	/	i	/	/	-3.2%	17.3	762
Cc1[nH]nc2c1C(c1ccc(-c3ccccc3C#N)o1)C(C#N)=C(N)O2 (centres undefined)	-1.4%	8.2	4.0	13.0	-0.962	0.0259	-0.242	0.0873	27.7%	0.14	1108	i	i	11.5	23.4%*	/	/
CCN(CC)C(=O)c1cc([N+](=O)[O-])cc2c1-c1ccc([N+](=O)[O-])cc1C2=C(C#N)C#N	/	/	/	/	-4.93*	0.765*	-2.32*	-0.427*	4.8%	-1.27	1275	i	/	/	-0.9%	-0.2	717
CCOc1ccc(NC(=O)C(CC)NC(=O)c2ccccc2CO)cc1 (centres undefined)	-0.5%	2.4	1.5	2.1	0.113	-0.169	0.29	-0.525	-1.3%	-0.7	983	i	i	10.5	-8.3%	11.8	791
CN1CCN(S(=O)(=O)c2ccc(N(C)CC(=O)Nc3ccc(F)cc3)nc2)CC1	/	2.6	2.4	9.4	-0.479	-0.205	-0.119	0.169	7.9%	/	/	i	i	-0.9	-0.5%	/	/
CCC(C)NC(=O)Cn1c(-c2ccccc2)cc(C(C)=O)c1C (centres undefined)	-0.6%	3.0	2.6	5.5	0.929	-0.123	0.368	0.567	-8.5%	0.37	1010	i	i	1.5	0.9%	1.8	735
COc1ccc(C2C(C(=O)Nc3cc(C)on3)c3ccccc3C(=O)N2C)cc1OC (centres undefined)	-1.2%	3.5	1.4	4.4	0.906	-0.248	0.555	-0.238	-9.3%	1.24	1413	i	i	15.0	-0.9%	/	/
O=C(CS(=O)CC(=O)N(c1ccccc1)C(C(=O)NC1CCCC1)c1cccs1)Nc1ccc(F)cc1 (centres undefined)	-1.7%	1.0	1.2	6.9	-0.358	-0.22	-0.617	0.946	-5.3%	-0.31	1940	i	i	-0.3	5.1%	-0.6	658
CCOc1cc(CNC(C)(C)CO)cc(Br)c1OCc1ccc(Cl)cc1Cl	-7.8%	4.8	1.5	0.9	-2.31	1.82	-1.12	-3.42	6.3%	-0.43	1376	i	i	5.9	-6.2%	/	/
O=C(CCCc1nc2ccccc2s1)NCc1ccc(F)cc1	-2.1%	1.1	3.8	11.1	0.389	-0.287	-0.043	-0.428	6.2%	0.05	1245	i	i	-3.1	14.8%	11.8	702
Cc1ccc(NC(=O)CS(=O)CC(=O)Nc2cccc(C)c2C)cc1F (centres undefined)	-1.1%	6.9	3.7	6.7	-0.371	-0.215	0.00872	0.492	-4.2%	0.14	1312	i	i	-5.0	3.6%	/	/
CCN(CC)S(=O)(=O)c1ccc(OC)c(NC(=O)COc2ccc3c(C)cc(=O)oc3c2)c1	0.5%	4.4	2.4	6.2	1.33	-0.155	0.367	-0.658	-18.0%	0.06	1478	i	i	-0.8	1.4%	5.2	615

Looked up above:
Result of Cc1ccc(C(=O)OCc2c(C)noc2C)cc1NC(=O)c1ccco1 in MT stabilize HCS cytotoxicity %: 8.1
Result of CCOC(=O)C1(C)NC(c2ccc(OC)cc2OC)C2C(=O)N(CC)C(=O)C21 (centres undefined) in Dynein cargo inh cytoplasmic EGFP: -0.196

New compounds follow:
SMILES	CSM14.1 death rescue	MT stabilize HCS	MT stabilize HCS Hoechst-high %	MT stabilize HCS cytotoxicity %	Dynein cargo inh	Dynein cargo inh cytoplasmic EGFP	Dynein cargo inh nuclear GR-EGFP	Dynein cargo inh cell count	M17LAP inhibition	Ins promoter up	Ins promoter up cell count	Yfh1-off respiration	Autophagy mod	Autophagy mod cell loss 18 h	M1AAP inhibition	Hep lipid drop	Hep lipid drop cells 6.5 µM
COc1ccc(S(=O)(=O)N2CCCCC2)cc1NC(=O)c1ccc2ccccc2n1	-0.5%	4.9	3.3	8.8	-0.357	-0.244	-0.0124	0.206	2.0%	-0.51	1189	i	i	-3.2	0.3%	-52.3	362
COC(=O)C(Sc1nc(C)cc(C)c1C#N)c1ccccc1 (centres undefined)	4.9%	1.9	1.1	7.6	-0.419	-0.225	-0.536	-0.0373	-7.3%	-0.2	1604	i	i	-1.3	-2.9%	/	/
Cc1ccc(/C=N/NC(=O)c2cccs2)s1	2.5%	3.0	1.6	1.2	0.786	-0.199	0.282	-0.746	-7.2%	0.59	1585	i	i	-8.4	10.6%	6.1	638
CC/C(=N\NC(=O)c1ccc(-c2ccccc2)cc1)C12CC3CC(CC(C3)C1)C2	-3.2%	1.3	1.7	9.3	-0.518	-0.121	0.417	1.29	7.7%	/	/	i	i	-8.8	-4.5%	-2.5	794
Cc1ccc(NC(=S)NCC2CCCO2)cc1 (centres undefined)	-0.4%	0.5	0.9	14.1	-0.19	-0.366	-0.356	0.0256	0.3%	-0.02	899	i	i	3.7	7.7%	/	/
Cc1cc(=O)n2nc(N3CCCC(C(=O)NCc4ccc5c(c4)OCO5)C3)sc2n1 (centres undefined)	1.4%	2.4	2.8	5.6	-0.19	-0.222	0.337	0.977	1.7%	-1.42	1255	i	i	1.9	5.4%	-2.2	767
Clc1cccc(Cl)c1CSc1cc2c(nn1)-c1ccccc1CC2	4.7%	3.7	2.0	1.0	0.471	-0.467	0.853	0.177	2.7%	0.08	1300	i	i	14.8	-1.4%	/	/
O=C(Nc1ccon1)c1ccc2c(c1)OCO2	-1.4%	2.1	1.9	3.7	-0.843	-0.253	-0.515	0.385	17.3%	-0.12	1740	i	i	4.1	6.0%	3.1	592
CC(NC(=S)NNS(=O)(=O)c1ccc(C(C)(C)C)cc1)c1ccccc1 (centres undefined)	/	/	/	/	-0.115	-0.238	0.374	0.999	-5.5%	0.17	992	i	/	/	7.0%	-2.3	662
CCCCOC(=O)C1[C@H]2C(=O)N(Cc3cccs3)C[C@]23C=C[C@H]1O3 (some centres undefined)	-0.7%	4.5	2.3	11.4	-0.464	0.0718	0.236	-0.299	4.2%	-0.04	1014	i	i	17.8	4.5%	/	/
CCCCN=c1sc(C(=O)OC)cc(=O)n1CCCC	-0.9%	5.0	3.3	2.7	-0.46	-0.109	-0.224	0.774	18.0%	-0.93	1504	i	i	-7.1	3.8%	/	/
COc1cccc(C2NC(=O)c3sc(=S)n(-c4ccccc4)c3N2)c1 (centres undefined)	0.6%	0.4	1.8	6.6	-0.48	-0.43	-0.263	0.375	0.9%	-0.61	967	i	i	-2.9	5.2%	-2.6	753
CCn1c(SCC(=O)N(Cc2ccccc2)C2CCS(=O)(=O)C2)nc2ccccc2c1=O (centres undefined)	-0.1%	3.0	1.4	7.2	-0.46	-0.123	-0.301	0.491	-5.0%	-1.07	1213	i	i	1.6	-4.1%	/	/
Cc1ccc(-n2c(C)nc3c(cnn3-c3ccccc3Cl)c2=O)cc1C	1.2%	1.1	0.8	11.0	0.492	-0.338	0.193	0.35	0.3%	-1.14	930	i	i	-6.2	1.1%	-1.7	769
Clc1ccc(C2=CSC3=Nc4cccc5cccc(c45)N23)cc1	-0.2%	9.8	17.2	21.1	-0.542	0.143	0.0772	-0.203	12.1%	/	/	i	i	-7.1	-2.6%	16.0	735

Screening results: PubChem BioAssay, several laboratories
